# Gli-Sufu block = Gli-Sufu pathway antagonists, primary screen, luciferase luminescence, Sufu-KO-LIGHT cells, uHTS; inhibition, % at 5 µM; AID 588413, 2011; hit rate 0.74% among 340,000; Sufu-KO-LIGHT fibroblasts, Gli luciferase reporter luminescence;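 active = inhibition above about 55%, limit read from the data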;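 note: 0% = DMSO-treated cells and 100% = wells with medium but no cells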
# EBI2 block = EBI2 receptor antagonists, beta-arrestin recruitment, primary screen, cell-based, luminescence, 7a,25-OHC stimulation, uHTS | inhibition, % at 5 µM | 7a,25-OHC stimulated | hit rate 0.81% among 360,000 | G-protein coupled receptor 183 (Homo sapiens), P32249; in the data active = inhibition above about 38%;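 note: enzyme fragment complementation signal reports receptor beta-arrestin coupling in cells; 0% = agonist plus DMSO wells and 100% = wells without agonist; some results beyond the cut were filed as inactive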
# CCR6 antag = CCR6 receptor antagonists, primary screen, cell-based, CHO-K1, luminescence, beta-arrestin, uHTS. inhibition, % at 20 µM. C-C chemokine receptor type 6 (Homo sapiens), P51684. hit rate 0.49% among 340,000. CHO-K1 CCR6 PathHunter beta-arrestin, CCL20-stimulated. AID 493098, 2011;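 active = compounds whose inhibition of the agonist-driven luminescence signal at 20 µM reaches about 50%, limit read from the data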;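 note: cells stimulated with CCL20 at 14 nM final; plate controls were DMSO with CCL20 for no effect and DMSO without agonist for full effect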
# UBC13 polyUb = UBC13 polyubiquitin chain formation inhibitors, primary screen, biochemical, TR-FRET, uHTS. inhibition, % at 20 µM. hit rate 0.47% among 330,000. AID 485273, 2010. Ubiquitin-conjugating enzyme E2 N (Homo sapiens), P61088; in the data active = inhibition above about 45%, passing the limit was not always enough
# Target sequence (P61088 whole entry, looked up): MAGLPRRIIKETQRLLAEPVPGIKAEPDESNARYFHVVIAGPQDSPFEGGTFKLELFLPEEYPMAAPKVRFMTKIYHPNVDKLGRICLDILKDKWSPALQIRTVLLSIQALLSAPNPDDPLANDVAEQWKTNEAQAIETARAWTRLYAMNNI
# ATG4B inh = ATG4B protease inhibitors, primary screen, biochemical, fluorescence, uHTS. ATG4B cleavage of LC3-PLA2, NBD-HPC fluorescence, 1 h. inhibition, % at 8.33 µM. hit rate 0.51% among 340,000. AID 504462, 2011; in the data active = inhibition above about 40%
# APJ agonist = agonists of human apelin receptor APJ, primary screen, CHO-K1 cells, PathHunter beta-arrestin, luminescence; P35414; 0% DMSO wells, 100% apelin; activation, % at 20 µM; hit rate 0.11% among 330,000;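 active = activation more than six SD over the plate average, tested at 20 µM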;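 note: 0% = DMSO alone and 100% = apelin-13 at 10 nM; some results filed as inactive read as strong as hits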
# Target sequence (P35414 whole entry, looked up): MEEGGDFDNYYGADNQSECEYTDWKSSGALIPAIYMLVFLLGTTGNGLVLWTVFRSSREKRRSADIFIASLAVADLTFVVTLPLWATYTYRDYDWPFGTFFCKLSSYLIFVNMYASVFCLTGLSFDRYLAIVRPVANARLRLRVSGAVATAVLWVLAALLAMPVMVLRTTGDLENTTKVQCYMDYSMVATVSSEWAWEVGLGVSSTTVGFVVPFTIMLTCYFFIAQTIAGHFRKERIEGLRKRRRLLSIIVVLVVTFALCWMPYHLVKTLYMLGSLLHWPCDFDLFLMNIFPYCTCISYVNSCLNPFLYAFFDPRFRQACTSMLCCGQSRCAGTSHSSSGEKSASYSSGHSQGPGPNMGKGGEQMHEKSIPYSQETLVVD
#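 Incubation: overnight seeding, 90 min compound at 25 °C, 1 h detection; test system: PathHunter CHO-K1 APJ (AGTRL-1) beta-arrestin reporter cells; amount: 1000 cells/well; doses: one dose, 20 µM compound, 1% DMSO; measured by: beta-gal luminescence; measure: agonist-driven arrestin binding to APJ; benchmarks: negative DMSO alone, positive Apelin-13 at 10 nM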
# CXCR6 block = CXCR6 receptor inhibitors, primary screen, cell-based, beta-arrestin, luminescence, CHO-K1 PathHunter, 1536-well; inhibition, % at 20 µM; hit rate 0.36% among 360,000; in the data active = inhibition above about 34%, passing the limit was not always enough;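 note: antagonist mode with CXCL16 agonist at 10 nM final; 0% = 10 nM CXCL16 with DMSO and 100% = unstimulated wells without agonist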
# Target sequence (O00574 whole entry, looked up): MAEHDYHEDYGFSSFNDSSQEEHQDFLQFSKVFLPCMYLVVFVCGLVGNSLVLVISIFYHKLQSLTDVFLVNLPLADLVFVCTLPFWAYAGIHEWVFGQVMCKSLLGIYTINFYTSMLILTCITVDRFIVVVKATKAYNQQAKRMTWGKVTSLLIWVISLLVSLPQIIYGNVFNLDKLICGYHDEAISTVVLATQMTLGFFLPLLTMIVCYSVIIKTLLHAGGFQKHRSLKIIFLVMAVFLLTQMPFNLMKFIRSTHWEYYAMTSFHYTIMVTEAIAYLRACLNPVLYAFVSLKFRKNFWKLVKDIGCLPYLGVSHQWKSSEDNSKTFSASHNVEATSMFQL
# APJ antagonist = antagonists of human apelin receptor APJ, primary screen, CHO-K1 cells, beta-arrestin complementation, luminescence; P35414; inhibition, % at 20 µM; hit rate 0.32% among 330,000;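 active = inhibition above about 40% at 20 µM, limit read from the data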;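 note: cells challenged with 10 nM apelin-13 agonist together with compound; plate controls were apelin-13 plus DMSO wells for no effect and DMSO wells lacking apelin-13 for full effect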
# * marks the source's active call; other numbers are inactive results; / = not tested or not shown.
entry	SMILES	APJ agonist	ATG4B inh	APJ antagonist	CXCR6 block	Gli-Sufu block	CCR6 antag	UBC13 polyUb	EBI2 block
1	Cc1cccc(NC(=O)c2ccc(Cl)c(S(=O)(=O)N3CCCCCC3)c2)n1	-2	-6	4	0	7	12	15	-2
2	O=C(CSc1ccc2nnc(CCNC(=O)c3ccccc3)n2n1)Nc1ccccc1F	-4	5	10	-3	-5	-5	15	-7
3	Cc1cc(C(F)(F)F)nn1CC(=O)NNC(=S)NCC(C)C	-4	-8	22	-7	1	-14	4	-2
4	NNc1nc(Nc2ccccc2)nc(Nc2ccccc2)n1	-4	5	7	-6	-6	11	-10	-2
5	Clc1ccc(-c2nc3ncccn3c2Nc2ccc3c(c2)OCCO3)cc1	5	-1	1	9	-18	-16	-2	5
6	COc1cc(NS(=O)(=O)c2ccc(NC(=O)CCC(=O)O)cc2)nc(OC)n1	-5	3	14	1	24	5	-2	2
7	O=C(c1ccc(Cn2cc(Br)cn2)o1)N1N=C(C(F)F)CC1(O)C(F)F (stereo unspecified)	-7	-9	18	-13	-3	1	6	-2
8	COc1ccc(NC(=O)NCCCN2CCCCC2C)cc1 (stereo unspecified)	-2	-4	-9	-6	-3	1	1	-4
9	C/C(=N\NC(=O)c1c(Cl)cnn1C)c1cccc(NC(=O)COc2ccccc2)c1	-3	-11	4	9	-10	-7	-5	-5
10	Cn1c(-c2ccccc2)cnc1SCC(=O)N1CCCCC1	-8	-3	24	4	17	-6	1	-6
11	O=C(C1CCCCC1)N1CCC(O)(c2ccc(Cl)cc2)CC1	1	-1	16	0	8	-2	3	-1
12	O=C(Nc1ccccc1N1CCOCC1)C1CCCCN1S(=O)(=O)c1ccccc1 (stereo unspecified)	-5	7	-22	0	/	17	-17	1
13	Cc1ccc(C(=O)NCCNC(=O)CN2CCOCC2)cc1	-2	-7	8	-11	8	4	3	1
14	O=S(=O)(Nc1ccc2c(c1)OCCO2)c1cccs1	-2	10	-3	0	15	7	1	-11
15	Cc1cc(C)cc(NC(=O)/C=C/c2ccc([N+](=O)[O-])s2)c1	/	5	/	-4	12	-10	/	2
16	Cn1cc(CCC(=O)NC2CC(C)(C)Cc3c2cnn3-c2ccc(F)cc2)cn1 (stereo unspecified)	4	-3	-46	0	11	3	-10	3
17	Cc1cccc(C(=O)OC(C)CN2CCCC2)c1 (stereo unspecified)	-1	2	16	2	2	4	8	-4
18	O=C(O)CC1(Cc2nc(-c3cccs3)no2)CCCC1	-3	-11	-72	3	-3	-16	-2	-3
19	CCN(CC)CCOc1ccc2c(c1)C(=NO)c1cc(OCCN(CC)CC)ccc1-2	-2	-8	-6	3	4	11	10	-7
20	C=CCc1ccccc1Oc1cc(F)nc(N)n1	-2	5	9	8	-2	7	8	-1
21	COc1cc(OC)cc(C(=O)Nc2ccc3c(c2)OCCO3)c1	-4	-4	8	4	-59	13	12	5
22	O=C1CC(C(=O)O)c2ccccc2N1 (stereo unspecified)	-2	1	12	-7	4	-12	6	5
23	CCSc1nnc2ccc(-c3ccc(OC)c(OC)c3)nn12	5	-1	-13	-24	12	-3	1	-9
24	O=C(O)c1cc(S(=O)(=O)Nc2ccc3cn[nH]c3c2)ccc1Cl	-2	9	-11	-5	-38	8	-3	-5
25	COC(=O)c1sccc1NC(=O)c1ccc(C)s1	-10	-15	-9	5	1	4	11	6
26	Cc1cc(C(=O)N2CCC(Cc3ccccc3)CC2)c(C)o1	6	-1	-38	3	8	7	4	9
27	CCOC(=O)C1CN(S(=O)(=O)c2ccc(C)cc2)c2cc(S(=O)(=O)CC)ccc2O1 (stereo unspecified)	-2	-15	18	-4	6	4	-4	6
28	CN(C)c1cccc(C(=O)OCC(=O)N2CCc3ccccc3C2)c1	0	7	1	0	15	-2	8	14
29	CCC(C)NC(=O)CN1C(=O)C(CC)Sc2ccccc21 (stereo unspecified)	0	0	-2	-2	-1	3	-4	1
30	O=C(NCc1cccs1)c1cc(S(=O)(=O)N2CCCCC2)ccc1Cl	-1	3	14	9	3	10	2	3

# Continuation:
entry	SMILES	APJ agonist	ATG4B inh	APJ antagonist	CXCR6 block	Gli-Sufu block	CCR6 antag	UBC13 polyUb	EBI2 block
31	CCOC(=O)c1[nH]c(C)c(CN(C(C)=O)c2ccc(OCC)cc2)c1C	-3	-5	-5	-3	14	7	0	-4
32	CCOc1ccc(S(=O)(=O)NCc2cccnc2)cc1	0	0	11	-5	3	-4	0	1
33	CN(Cc1ccon1)C(=O)CC1C(=O)NCCN1CC1CCCCC1 (stereo unspecified)	-1	14	5	2	-7	-9	-17	-7
34	Cc1ccc(NC(=S)N=Nc2c(O)[nH]c3ccccc23)cc1	-6	-3	22	17	-61	37	43	4
35	NS(=O)(=O)c1cccc(NC(=O)c2cc3ccccc3o2)c1	-1	3	2	-14	-16	-2	0	14
36	CCOC(=O)c1c(NC(=O)COC(=O)c2ccc(Cl)nc2)sc(C(=O)N(C)C)c1C	-4	-4	9	-4	4	7	0	2
37	O=S(=O)(c1ccc(Br)s1)N1CCNCC1	-4	2	-30	-2	3	9	-11	-13
38	CCOC(=O)C(Cc1c[nH]c2ccccc12)NC(=O)c1ccccc1Br (stereo unspecified)	2	2	-1	-8	-21	-22	7	-2
39	O=C(Cn1cnc([N+](=O)[O-])c1)NCc1ccc(F)cc1	-3	6	-13	3	-9	9	-7	-4
40	COc1cc2c(cc1OC)CN(C(=O)/C=C/c1cccc([N+](=O)[O-])c1)CC2	-1	-4	18	7	-6	16	-1	3
41	COc1cc2[nH]c(=O)n(CCC(=O)NC3CCN(Cc4ccccc4)CC3)c(=O)c2cc1OC	-5	1	18	10	-21	13	-9	-3
42	N#Cc1nc(-c2ccccc2Cl)oc1N1CCCCC1	-3	4	16	1	-32	3	7	-2
43	CCC1(CC)NC(=O)N(CC(=O)OCC(=O)Nc2ccc(F)c(F)c2F)C1=O	0	0	-16	-12	3	6	-5	-7
44	CC1CC(C)CN(C(=O)CSc2nc3ccsc3c(=O)n2Cc2ccccn2)C1 (stereo unspecified)	-3	-6	3	16	1	31	-16	0
45	CCOc1ccc(N(C(=O)CNC(=O)c2ccco2)C(C(=O)NC2CCCC2)c2ccncc2)cc1 (stereo unspecified)	0	-3	-1	-2	5	15	-5	-2
46	O=C(/C=C/c1cccc([N+](=O)[O-])c1)N1CCN(c2ccc(F)cc2)CC1	-3	4	8	-7	1	6	-2	18
47	COc1ccc(OC)c(Nc2nc(-c3sc(N)nc3C)cs2)c1	-5	-30	-7	-6	8	11	-4	-1
48	Clc1ccc(-c2nc3cc(CN4CCCCC4)ccc3o2)cc1	/	-8	/	11	-28	27	/	-6
49	CCN1CCN(c2cc(C(C)C)nc3c(-c4ccccc4)c(C)nn23)CC1	-4	0	-3	6	6	-5	21	-3
50	O=C(N/N=C/c1ccc(OC(=O)c2cccc(F)c2)cc1)c1cccnc1	-1	1	9	-8	-4	16	-2	-21
51	CCC(C)c1ccc(NC(=S)NCc2ccccc2OC)cc1 (stereo unspecified)	/	39	/	-4	-2	18	/	20
52	Cc1ccc(NC(=O)C2CCN(C(=O)c3ccc(F)cc3)CC2)nc1	4	0	4	0	-8	4	0	0
53	O=C(Nc1cccc(NC(=O)c2ccc3c(c2)OCO3)c1)c1ccccc1	1	-3	6	2	-4	5	0	5
54	CCN1C[C@@H]2[C@@H]3C(=O)N(C)C(=O)[C@@H]3[C@](C)(C1=O)N2C(=O)c1ccc(C(C)(C)C)cc1	/	-13	/	2	-4	-3	/	-14
55	CCOc1cc(N2CCOCC2)c(OCC)cc1NC(=O)CSc1nnc(N)s1	-3	-3	-2	-1	5	-1	-3	-21
56	O=C(Nc1cccc(NC(=O)C2CC3CCCC(C2)C3=O)n1)C1CC2CCCC(C1)C2=O (stereo unspecified)	1	-7	14	2	2	-16	1	-2
57	COC(=O)Cn1cnc2c(oc3ccccc32)c1=O	-2	-2	-29	6	6	10	0	-11
58	CN(Cc1ccccc1)c1oc(-c2ccco2)nc1C#N	-1	-2	29	1	12	3	6	0
59	O=C(N[C@@H](Cc1ccc(O)cc1)C(=O)O)c1ccc(C(F)(F)F)cc1	-7	-1	-2	-7	-7	11	-5	2
60	CSCC(=O)N1CCCC(CO)(CCCc2ccccc2)C1 (stereo unspecified)	-2	4	15	5	10	9	5	-17

# Rewritten with each value named: 4 of the compounds above.
36) CCOC(=O)c1c(NC(=O)COC(=O)c2ccc(Cl)nc2)sc(C(=O)N(C)C)c1C
  APJ agonist: -4
  ATG4B inh: -4
  APJ antagonist: 9
  CXCR6 block: -4
  Gli-Sufu block: 4
  CCR6 antag: 7
  UBC13 polyUb: 0
  EBI2 block: 2

54) CCN1C[C@@H]2[C@@H]3C(=O)N(C)C(=O)[C@@H]3[C@](C)(C1=O)N2C(=O)c1ccc(C(C)(C)C)cc1
  APJ agonist: /
  ATG4B inh: -13
  APJ antagonist: /
  CXCR6 block: 2
  Gli-Sufu block: -4
  CCR6 antag: -3
  UBC13 polyUb: /
  EBI2 block: -14

42) N#Cc1nc(-c2ccccc2Cl)oc1N1CCCCC1
  APJ agonist: -3
  ATG4B inh: 4
  APJ antagonist: 16
  CXCR6 block: 1
  Gli-Sufu block: -32
  CCR6 antag: 3
  UBC13 polyUb: 7
  EBI2 block: -2

51) CCC(C)c1ccc(NC(=S)NCc2ccccc2OC)cc1 (stereo unspecified)
  APJ agonist: /
  ATG4B inh: 39
  APJ antagonist: /
  CXCR6 block: -4
  Gli-Sufu block: -2
  CCR6 antag: 18
  UBC13 polyUb: /
  EBI2 block: 20

# New compounds follow:
entry	SMILES	APJ agonist	ATG4B inh	APJ antagonist	CXCR6 block	Gli-Sufu block	CCR6 antag	UBC13 polyUb	EBI2 block
61	Cc1ccc(C)c(CN2CCN(c3ncccn3)CC2)c1	-4	7	9	8	4	7	6	6
62	COc1cc(C(=O)N2CCC(NC(=O)C(Cc3ccccc3)NC(C)=O)CC2)cc(OC)c1OC (stereo unspecified)	-1	-5	14	-5	-1	10	3	8
63	CC(C)NC(=O)CSc1nnc(-c2ccc(C(C)(C)C)cc2)n1C	-6	-5	-5	-1	-16	7	-5	-11
64	CCC(C)[C@H](NC(=O)Nc1cccc(Br)c1)C(=O)OC (stereo partly specified)	-1	-3	-5	6	-3	-4	6	-9
65	COc1cc(S(=O)(=O)Nc2ccc3nc(C)sc3c2)ccc1NC(C)=O	0	-3	-46	-5	29	-4	1	-4

# Given with each value named: part of the list above
64: CCC(C)[C@H](NC(=O)Nc1cccc(Br)c1)C(=O)OC (stereo partly specified)
- APJ agonist = -1
- ATG4B inh = -3
- APJ antagonist = -5
- CXCR6 block = 6
- Gli-Sufu block = -3
- CCR6 antag = -4
- UBC13 polyUb = 6
- EBI2 block = -9
65: COc1cc(S(=O)(=O)Nc2ccc3nc(C)sc3c2)ccc1NC(C)=O
- APJ agonist = 0
- ATG4B inh = -3
- APJ antagonist = -46
- CXCR6 block = -5
- Gli-Sufu block = 29
- CCR6 antag = -4
- UBC13 polyUb = 1
- EBI2 block = -4
